# Tn6 DDE FP: DD(E)-Tn6 binding inhibition, primary FP screen | P02675 | Fibrin DD(E) TRITC-Tn6 fluorescence polarization displacement | inhibition, % at 8.3 µM | hit rate 0.21% among 370,000 | AID 720509;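 active means inhibition above a per-campaign cutoff: mean of compounds within control limits plus 3 SD, cut at about 15% in these data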;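 further: 0% = median of all compound wells on the plate and 100% = blocking peptide control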
# ARFGAP1 inhibitor: rat ARFGAP1 inhibition | hit rate 0.26% among 360,000 | Q62848 | Arfgap1-stimulated ARF1 GTP hydrolysis, GDP FP detection | AID 651572 | inhibition, % at 16.5 µM;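 active means inhibition above a per-plate limit, mean inhibition of low control wells plus 3 SD, cut at about 25% in these data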;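 further: 0% = DMSO wells with enzyme and 100% = wells lacking Arfgap1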
#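 Assay system: Rat Arfgap1 GAP domain (His6, aa 1-136), purified enzyme | Buffer or medium: HEPES 25 mM pH 7.5, NaCl 150 mM, MgCl2, DTT | Schedule: GTP hydrolysis reaction 2 h at 25 °C | Signal: FP of antibody-bound GDP Alexa 633 tracer, ex 620/em 688 nm | Measure: Percent inhibition of Arfgap1-stimulated GTP hydrolysis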
# ADAM17 inh: ADAM17 inhibition, QFRET primary screen | hit rate 0.83% among 370,000 | recombinant ADAM17, EDANS/DABCYL FRET peptide cleavage | inhibition, % at 6.95 µM | AID 720648 | P78536;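 active means inhibition above the mean of compounds lying between control limits plus 3 SD, set per campaign, cut at about 8.5% in these data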;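 further: 0% = DMSO-only wells as the low control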
# PLC-beta3 inh: blocks human PLC-beta3 enzyme activity; Purified PLC-beta3, fluorogenic substrate, fluorescence; inhibition, % at 12.2 µM; hit rate 0.18% among 370,000; in the data active means inhibition above about 11%;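 further: 0% = median of compound wells on plate and 100% = full blocker control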
# proKLK7 act: activators of human kallikrein-7 zymogen; purified proKLK7, EDANS-DABCYL substrate fluorescence; 100% is mature enzyme control, 0% vehicle; activation, % at 7 µM; hit rate 0.9% among 370,000; AID 652039;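 active means activation above the mean of all tested compounds plus 3 SD, computed per campaign excluding outliers beyond control limits, cut at about 13% in these data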
# ASAP1 GAP inh: blocks human ASAP1-stimulated Arf1 GTP hydrolysis. Q9ULH1. GDP FP detection. inhibition, % at 16.5 µM. hit rate 0.19% among 360,000; in the data active means inhibition above about 25%;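 further: 0% = vehicle with enzyme and substrate and 100% = no enzyme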
# DDE Tn7 FP inh: inhibitors of Tn7 peptide binding to human fibrin DD(E) | AID 720508 | FP displacement of FITC-Tn7 peptide from fibrin DD(E); 0% = median of compound wells per plate | inhibition, % at 8.3 µM | hit rate 0.13% among 370,000;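 active means inhibition above the mean of compounds falling within the control limits plus 3 SD of them, cut at about 14% in these data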;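 further: 0% = plate median of compound wells and 100% = 10 µM Aha-Tn7 peptide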
#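 Assay system: human fibrin DD(E). Input: DD(E) 2 µM final. Medium: Tris buffer with calcium and detergent, pH 7.8. Compound dosing: single point at 8.3 µM. Timing: 10 min plus 3 h, room temperature. Technique: fluorescence polarization of the labelled Tn7 tracer. Read-out: percent inhibition. Replicates: singlicate testing.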
# PLCg1 inh: PLC-gamma1 (human) inhibition, primary screen | P19174 | purified PLC-gamma1, fluorogenic substrate, fluorescence | inhibition, % at 12.2 µM | hit rate 0.84% among 370,000; in the data active means inhibition above about 9.5%
# Target sequence (P19174 whole entry, looked up): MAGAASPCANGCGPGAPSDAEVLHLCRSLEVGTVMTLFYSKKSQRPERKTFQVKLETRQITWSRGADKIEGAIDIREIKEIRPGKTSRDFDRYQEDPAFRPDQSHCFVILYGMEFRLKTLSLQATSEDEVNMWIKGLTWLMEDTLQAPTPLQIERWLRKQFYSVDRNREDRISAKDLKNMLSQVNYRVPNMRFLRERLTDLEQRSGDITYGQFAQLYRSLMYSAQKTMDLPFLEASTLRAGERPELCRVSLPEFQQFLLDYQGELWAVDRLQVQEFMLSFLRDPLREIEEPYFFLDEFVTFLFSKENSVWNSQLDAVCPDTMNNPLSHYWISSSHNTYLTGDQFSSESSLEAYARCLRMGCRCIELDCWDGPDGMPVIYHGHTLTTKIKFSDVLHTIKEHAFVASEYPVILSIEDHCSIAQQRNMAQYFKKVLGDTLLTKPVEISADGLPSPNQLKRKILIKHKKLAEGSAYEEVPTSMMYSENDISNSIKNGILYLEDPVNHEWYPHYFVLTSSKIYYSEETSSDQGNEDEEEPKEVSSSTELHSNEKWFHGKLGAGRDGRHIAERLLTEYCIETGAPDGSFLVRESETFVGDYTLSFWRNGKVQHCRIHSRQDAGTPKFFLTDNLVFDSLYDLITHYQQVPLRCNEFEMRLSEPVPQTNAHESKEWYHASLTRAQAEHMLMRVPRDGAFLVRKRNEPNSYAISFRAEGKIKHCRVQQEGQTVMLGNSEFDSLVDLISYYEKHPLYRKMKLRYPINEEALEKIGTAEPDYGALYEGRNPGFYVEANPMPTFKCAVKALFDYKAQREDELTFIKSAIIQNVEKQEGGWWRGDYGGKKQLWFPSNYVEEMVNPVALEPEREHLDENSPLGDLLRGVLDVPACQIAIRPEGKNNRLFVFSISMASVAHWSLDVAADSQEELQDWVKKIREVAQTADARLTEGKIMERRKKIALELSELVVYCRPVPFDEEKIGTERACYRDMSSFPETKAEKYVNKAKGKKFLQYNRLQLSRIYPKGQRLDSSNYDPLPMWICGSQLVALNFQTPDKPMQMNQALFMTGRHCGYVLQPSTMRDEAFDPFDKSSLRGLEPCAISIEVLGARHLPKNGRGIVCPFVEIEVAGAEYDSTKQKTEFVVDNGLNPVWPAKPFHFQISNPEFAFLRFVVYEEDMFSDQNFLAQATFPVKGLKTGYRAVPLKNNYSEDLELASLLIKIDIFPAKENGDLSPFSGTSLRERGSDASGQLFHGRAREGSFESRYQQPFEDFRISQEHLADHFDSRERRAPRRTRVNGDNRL
# UHRF1 MBD2 ctr: blocks human UHRF1 binding to methylated DNA; inhibition, % at 4.4 µM; AID 687016; hit rate 0.75% among 370,000; Q96T88; UHRF1 binding to methylated oligo, TR-FRET; in the data active means inhibition above about 21%;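 further: UHRF1 SRA domain binding a hemimethylated CpG hairpin DNA probe; 0% = median of test compound wells and 100% = reference inhibitor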
# MBD2 inh: MBD2-methylated oligo binding inhibition. Q9UBB5. TR-FRET, MBD2 binding to methylated oligonucleotide. inhibition, % at 4.4 µM. hit rate 0.31% among 370,000. AID 686964; in the data active means inhibition above about 13%
# The depositor's hits bear a star; i = inactive; / = not tested or not shown; & = joins results of further samples; ! = not active in a repeat.
SMILES,Tn6 DDE FP,ARFGAP1 inhibitor,ADAM17 inh,PLC-beta3 inh,proKLK7 act,ASAP1 GAP inh,DDE Tn7 FP inh,PLCg1 inh,UHRF1 MBD2 ctr,MBD2 inh
CC1(C)Cc2c(cnn2-c2ccc(F)cc2)C(NC(=O)c2ccc(=O)oc2)C1 (stereo not given),-9.0,14.8,-6.4,-6.9,0.5,0.3,9.1,2.4,0.0,6.1
COc1ccc([C@@H]2[C@@H]3C(=O)N(C(C)(C)C)C(=O)[C@@H]3[C@]3(Cc4ccccc4)C(=O)N(c4cccc(C)c4)C(=O)N23)cc1,3.3,0.5,1.3,3.8,0.4,-0.4,6.1,2.2,-0.6,3.5
O=C(CCc1ccccc1)NCc1ccccn1,-2.9,-10.0,0.2,0.8,1.2,6.2,7.2,0.5,-3.8,-4.8
O=C(NCc1ccccc1)c1ccc(S(=O)(=O)N2CCCc3ccccc32)cc1,-7.6,16.5,1.3,1.8,-0.4,9.1,0.7,4.6,0.2,1.2
Brc1cccc(-c2nnc3sc(CNCc4ccco4)cn23)c1,2.9,4.3,-1.0,-5.7,-0.5,5.9,5.2,-1.2,-2.3,-3.5
CC1CCN(C(=O)CCc2nnc3ccc(N4CCC5(CC4)OCCO5)nn23)CC1,7.6,-0.7,-2.1,-6.4,0.0,-0.6,-9.9,-1.4,-1.0,1.1
CCOC(=O)N1CCN(C(=O)c2c(-c3c(Cl)cccc3Cl)noc2C)CC1,4.1,8.8,-1.5,-6.2,-0.1,9.8,1.9,2.1,1.2,-4.6
O=C(CSc1ccccc1F)OCC(=O)N1CCN(C(=O)c2ccco2)CC1,0.8,6.1,-2.3,-4.5,0.7,-5.6,-3.0,0.0,-1.7,-2.6
CSc1ccccc1NC(=O)CSc1cccc[n+]1[O-],2.5,-5.6,2.3,5.5,-0.6,7.0,-7.1,3.5,3.0,2.6
CCCCCCCCCC(=O)N[C@@H]1c2cc(OC)c(OC)cc2C[C@H]1OCc1ccccc1,-5.8,2.5,1.7,-0.7,-0.2,1.6,7.1,3.9,-1.6,-6.0
CCN1CCN(c2nc3ccccc3nc2C(C#N)C(=O)OC2CCCCC2)CC1 (stereo not given),7.9,-8.0,-13.2,-37.9,-1.0,3.9,-1.0,-30.8,0.1,-6.8
CC1Oc2ccccc2N(CC(=O)NC2CCCCC2)C1=O (stereo not given),2.5,-3.3,-0.3,-3.5,-0.4,0.1,1.1,5.4,-2.5,3.5
COc1cc2c(cc1OC)C(C)N(C(=O)c1cc3c(=O)oc4ccc(C)cc4c3s1)CC2 (stereo not given),1.4,10.0,-0.2,-2.3,-0.2,22.3,0.6,4.2,-1.5,0.8
ONC(=Nc1ccc(Cl)cc1)c1ccccc1Cl,-3.1,8.4,-1.5,0.4,-0.1,-2.9,0.2,-1.7,1.3,3.4
COc1ccccc1-c1nnc(SCC(=O)O)n1-c1ccc(C)cc1,3.0,-8.5,-4.3,-2.6,0.4,1.4,7.4,-1.1,-0.2,-1.3
COc1ccc(Cl)cc1NC(=O)C(C)OC(=O)c1ccc(NS(=O)(=O)c2ccc3[nH]c(=O)[nH]c3c2)cc1 (stereo not given),-13.5,-4.6,7.3,2.3,0.8,-2.0,0.0,-0.2,1.1,-0.9
O=[N+]([O-])c1ccc2nc(-c3ccc(Cl)cc3)n(OCc3ccccc3)c2c1,-6.1,14.1,3.2,6.2,0.5,-3.8,-7.6,3.9,0.8,-1.4
COc1cc(/C=N/O)ccc1OCc1ccccc1Cl,-2.5,7.1,2.4,-5.6,0.7,-6.6,0.5,4.9,2.7,1.3
O=C(Cn1cnc2c(nnn2Cc2ccc(Cl)cc2)c1=O)NCc1ccco1,-2.4,8.7,-1.1,0.9,-0.2,0.8,-2.3,1.4,2.8,-2.7
Cc1cc(C)n2nc(C(=O)Nc3nccs3)nc2n1,2.3,-5.8,-3.1,3.2,0.3,12.6,0.3,1.7,-2.1,-6.4
CC(CC(=O)Nc1ccc(Cl)c(S(=O)(=O)N2CCOCC2)c1)c1ccccc1 (stereo not given),2.9,-2.8,1.4,-0.2,-0.1,2.9,-0.5,0.6,-1.5,1.1
O=C(CSc1ncccn1)NCc1cccs1,-9.8,11.1,1.0,-2.9,0.7,7.7,-2.1,2.6,0.2,-0.6
CCN(CC)C(=O)CSc1nc2ccccc2c(=O)n1OC(C)C,1.0,10.8,-1.8,4.8,-0.5,6.1,0.6,0.5,2.8,5.4
CCN(CC(=O)Nc1c(Cl)cccc1Cl)C(=O)C1CCN(c2ncnc3sc(C)c(C)c23)CC1,-3.1,-5.7,-2.0,3.5,0.1,-19.5,-4.4,2.6,-1.9,4.3
CCOC(=O)[C@]12CCC=C1N(Cc1ccccc1)C(=O)[C@H](CC(=O)N1CCN(C(=O)c3ccco3)CC1)C2,-4.8,6.0,-1.7,-8.6,-0.8,4.7,0.9,1.1,6.5,7.4
O=C(Cn1cc(COc2ccc(Br)cc2[N+](=O)[O-])nn1)c1ccc(O)cc1,0.2,-5.3,-4.3,-7.0,-0.4,-1.6,3.2,-2.3,23.9*,7.7
O=C(Nc1nc(-c2ccc(S(=O)(=O)N3CCOCC3)cc2)cs1)c1ccccc1,-8.1&-1.9,5.0&2.5,10.8*!,-26.7&-33.7,-0.3&1.2,-6.4&17.7,-2.8&-9.2,-17.7&-23.2,-1.4&6.8,3.2&0.8
C=CCn1c(=NC(=O)c2ccco2)sc2cc(C(=O)OC)ccc21,-0.8,0.3,-17.4,-48.0,-3.7,-2.4,1.6,-34.8,1.2,1.4
COc1ccc(-c2cnc3cccnn23)cn1,3.0,0.7,-199.6,i,39.3*,-1.8,0.8,i,-4.4,-0.2
CCOC(=O)CC/C(C)=N\N=C1\SC(CC(=O)O)C(=O)N1c1ccccc1 (stereo not given),2.9,2.0,-4.5,-6.0,0.1,7.2,5.9,-1.6,1.1,3.1
CS(=O)(=O)N1CCc2cc(C(=O)N3CCN(c4ccccc4F)CC3)ccc21,0.5,-3.9,0.8,-4.4,0.1,-8.8,-2.5,5.8,23.2*,5.2
C=C(C)CN1C(=O)C(O)(CC(=O)c2ccc3c(c2)OCCO3)c2ccccc21 (stereo not given),14.1,-5.6,-0.9,2.3,0.2,3.3,-6.9,2.9,-0.1,-0.9
Cc1c(NC(=O)CN2C(=O)NC3(CCCCC3)C2=O)c(=O)n(-c2ccccc2)n1C,3.1,-2.2,-6.3,-7.1,0.2,16.1,8.3,0.8,6.9,3.4
O=C(O)C1C2CCC(O2)C1C(=O)Nc1ccc(F)c(Cl)c1 (stereo not given),-3.7,4.8,0.4,-2.9,-0.2,-2.9,-2.2,1.5,-3.3,-1.0
O=C(COC(=O)c1ccc(F)c(S(=O)(=O)N2CCOCC2)c1)NC1CC1,0.6,-7.3,-2.2,-6.8,-0.2,4.9,5.4,1.3,0.6,0.0
O=C1CCN(CCc2ccccc2)CCN1CCO,2.7,-4.2,-2.9,2.1,0.6,-12.7,-2.2,0.8,0.6,1.3
O=C(Nc1cccc(F)c1)c1ccc(Cn2cc([N+](=O)[O-])cn2)o1,1.0,6.8,-3.0,0.3,-0.9,-18.7,5.1,2.2,3.2,1.4
CC(C)c1ccc(NC(=O)CSc2nc(=O)[nH]c3c2CCCC3)cc1,-1.7,2.1,-4.4,-9.3,-0.5,9.5,0.7,-0.8,-0.9,-0.2
CN(Cc1ccccc1)c1nc2c(c(=O)n(C)c(=O)n2C)n1CCCc1ccccc1,3.3,-3.6,-1.3,2.0,-0.1,0.7,1.7,2.7,-0.4,-0.5
Cc1ccc(C)c(Sc2ccc(NC(=O)CCl)cc2)c1,-5.3,4.2,1.4,3.7,-0.5,0.8,-5.1,1.2,0.3,0.7

# Given with each value named: part of the list above.
> Cc1c(NC(=O)CN2C(=O)NC3(CCCCC3)C2=O)c(=O)n(-c2ccccc2)n1C
  Tn6 DDE FP: 3.1
  ARFGAP1 inhibitor: -2.2
  ADAM17 inh: -6.3
  PLC-beta3 inh: -7.1
  proKLK7 act: 0.2
  ASAP1 GAP inh: 16.1
  DDE Tn7 FP inh: 8.3
  PLCg1 inh: 0.8
  UHRF1 MBD2 ctr: 6.9
  MBD2 inh: 3.4
> O=C(O)C1C2CCC(O2)C1C(=O)Nc1ccc(F)c(Cl)c1 (stereo not given)
  Tn6 DDE FP: -3.7
  ARFGAP1 inhibitor: 4.8
  ADAM17 inh: 0.4
  PLC-beta3 inh: -2.9
  proKLK7 act: -0.2
  ASAP1 GAP inh: -2.9
  DDE Tn7 FP inh: -2.2
  PLCg1 inh: 1.5
  UHRF1 MBD2 ctr: -3.3
  MBD2 inh: -1.0

# Following part.
SMILES,Tn6 DDE FP,ARFGAP1 inhibitor,ADAM17 inh,PLC-beta3 inh,proKLK7 act,ASAP1 GAP inh,DDE Tn7 FP inh,PLCg1 inh,UHRF1 MBD2 ctr,MBD2 inh
COCC(=O)N(C)C[C@@H]1Oc2cc(-c3ccc(F)cc3)ccc2S(=O)(=O)N([C@H](C)CO)C[C@H]1C,4.1,10.6,2.1,6.6,-0.2,-3.7,-6.3,1.5,-0.9,0.3
CC1CCCCN1S(=O)(=O)c1ccc(C(=O)Nc2nnc(-c3cccs3)o2)cc1 (stereo not given),-0.9,0.5,3.0,-5.7,-1.0,-13.1,4.1,-8.3,-0.2,-2.2
Cc1ccc(CNC(=O)c2cc(-c3cc(C)cc(C)c3O)n[nH]2)cc1,-8.9,8.0,-3.0,-13.1,0.3,3.7,4.7,7.3,4.2,7.3
[C-]#[N+][C@]12C(=O)[C@H](C=C(Cl)[C@@]1(C)C=C)C(C)(C)[C@H]1C(=O)N(C)c3cccc2c31,-1.7,/,0.3,-3.8,0.1,/,-1.5,0.0,-17.0,-2.8
COc1ccc(S(=O)(=O)N(C)C[C@H]2Oc3c(NC(=O)C4CC4)cccc3C(=O)N([C@H](C)CO)C[C@@H]2C)cc1,3.1,12.7,0.3,0.6,0.6,11.3,-7.6,2.6,2.0,0.6
CCCCC(C(=O)NC1CCCC1)N(C(=O)c1snc(C(N)=O)c1N)c1ccc(F)cc1 (stereo not given),-4.3,13.3,-4.8,-12.8,0.6,-4.7,6.4,-2.9,3.5,-1.3
O=C(NCC1CCCO1)c1ccccc1-c1nc(-c2ccccc2)no1 (stereo not given),-3.1,2.7,-0.8,1.6,0.3,-3.8,-0.9,1.2,8.7,1.9
O=C1NC(=Nc2ccccc2Cl)S/C1=C\c1cccc([N+](=O)[O-])c1O,-4.4,-26.9,3.4,-28.0,-0.4,-17.4,0.7,-15.7,-4.2,-5.8
Cc1nc2sccn2c(=O)c1S(=O)(=O)Nc1ccc(N2CCOCC2)cc1,-2.2,11.5,-2.5,-1.3,0.5,10.6,4.6,0.4,0.6,3.6
CNC(=O)C1C2C=CC3(O2)C1C(=O)N(C1CC1)C3C(=O)NCc1ccc(OC)cc1 (stereo not given),1.2,-8.9,-2.8,0.7,-0.4,-13.7,-3.7,0.3,-1.6,0.7
CN(C)c1nc(N2CCN(c3ccccc3)CC2)c(C#N)c(=O)o1,9.0,-4.4,-1.2,1.7,0.2,-3.5,8.5,2.6,-2.5,2.1
CC(C)OC(=O)c1nnc(-c2ccccc2)nc1OC(C)C,-0.8,5.1,-3.9,0.2,0.6,-8.7,4.2,0.2,-0.8,-2.3
